Screening results deposited in PubChem BioAssay by National Center for Advancing Translational Sciences (NCATS).
RXFP1 antag: qHTS Assay for Antagonists of the Relaxin Receptor RXFP1; Relaxin receptor 1 (Homo sapiens), Q9HBX9; HEK293-RXFP1, relaxin-stimulated cAMP HTRF, 30 min; hits give low values; activity change, negative = inhibition, % at 57.5 µM; 350,000 compounds, 0.59% hits; AID 1259400, 2018;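 active means activity change of -60% or lower, but not beyond a set lower limit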; further: on the % scale 0 is the no-effect control and ±100 the full control effect
Target sequence (Q9HBX9 whole entry, looked up): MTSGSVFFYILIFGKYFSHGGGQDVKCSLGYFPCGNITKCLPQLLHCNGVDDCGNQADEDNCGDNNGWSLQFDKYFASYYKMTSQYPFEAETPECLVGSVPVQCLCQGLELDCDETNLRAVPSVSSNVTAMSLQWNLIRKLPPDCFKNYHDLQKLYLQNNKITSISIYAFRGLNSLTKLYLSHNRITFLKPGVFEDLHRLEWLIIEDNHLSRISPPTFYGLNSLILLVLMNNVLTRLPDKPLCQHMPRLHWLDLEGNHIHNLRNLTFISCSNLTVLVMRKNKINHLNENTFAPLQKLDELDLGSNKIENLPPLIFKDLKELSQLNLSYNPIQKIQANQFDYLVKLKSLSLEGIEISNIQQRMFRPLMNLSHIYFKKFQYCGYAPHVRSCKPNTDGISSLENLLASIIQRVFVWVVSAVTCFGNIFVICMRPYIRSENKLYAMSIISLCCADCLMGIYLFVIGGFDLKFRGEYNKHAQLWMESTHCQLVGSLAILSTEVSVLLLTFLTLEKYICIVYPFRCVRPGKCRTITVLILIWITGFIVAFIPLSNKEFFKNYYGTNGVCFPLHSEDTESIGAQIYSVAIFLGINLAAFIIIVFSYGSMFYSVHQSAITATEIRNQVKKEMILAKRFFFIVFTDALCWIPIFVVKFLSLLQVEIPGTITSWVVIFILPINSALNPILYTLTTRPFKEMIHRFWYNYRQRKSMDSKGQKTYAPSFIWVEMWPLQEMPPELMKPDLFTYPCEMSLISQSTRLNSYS
TRHR agonist: qHTS for Small Molecule Agonists and Allosteric Enhancers of Human TRH Receptor: Primary Screen for Agonists; Thyrotropin-releasing hormone receptor (Homo sapiens), P34981; TRHR cells, calcium flux fluo-8, FDSS agonist mode; activation, % at 2 µM; 360,000 compounds, 0.18% hits; AID 493084, 2011; further: 0% is about no effect
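In this calcium-flux screen, cells bearing human TRHR are dye-loaded with fluo-8, baselined for 10 cycles, then exposed to library compounds; positive kinetic calcium responses during the agonist phase mark hits, with TRH as control.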
D2 agonist: HTS Assay for Allosteric Agonists of the Human D2 Dopamine Receptor: Primary Screen for Agonists; D(2) dopamine receptor (Homo sapiens), P14416; 340,000 compounds, 0.53% hits; AID 485358, 2010; activation, % at 2 µM; HEK293 T-REx D2 cells, calcium flux agonist mode;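 active means activation over 3 SD above normal in the single-dose calcium agonist read, cut at about 30% in these data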; further: 0% is about no effect
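Agonism is scored from calcium flux in a force-coupled, inducible HEK293 cell line expressing D2, read kinetically for 180 s after compound addition against dopamine controls.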
D1 PAM: Potentiators of Human D1 Dopamine Receptor: qHTS; D(1A) dopamine receptor (Homo sapiens), P21728; potentiation, % at 10 µM; HEK293 TREx D1 cells, calcium flux, dopamine EC20 potentiation; 360,000 compounds, 0.036% hits; in the data active means potentiation above about 30%; further: 0% is about no effect
D2 antagonist: HTS Assay for Allosteric Antagonists of the Human D2 Dopamine Receptor: Primary Screen for Antagonists | HEK293 TREx D2 cells, calcium flux, dopamine EC80 | AID 485344, 2010 | 340,000 compounds, 2% hits | inhibition, % at 10 µM | D(2) dopamine receptor (Homo sapiens), P14416; in the data active means inhibition above about 30%; further: 0% is about no effect
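Measurement of antagonist activity uses fluorescent calcium dye in inducible HEK293 T-REx D2 cells: 10 s baseline, compound addition with 180 s read, EC80 dopamine addition with a further 180 s read.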
D1 antagonist: Antagonist of Human D 1 Dopamine Receptor: qHTS; HEK293 TREx D1 cells, calcium flux, dopamine EC80; hits give low values; activity change, negative = inhibition, % at 10 µM; D(1A) dopamine receptor (Homo sapiens), P21728; 360,000 compounds, 3.2% hits; in the data active means activity change below about -30%; further: on the % scale 0 is the no-effect control and ±100 the full control effect
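Using tetracycline-induced force-coupled D1 Hek293 cells and a calcium dye, signals were followed for 180 s after compound, then for 180 s after EC80 dopamine, to detect inhibitors.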
TRHR enhancer: qHTS for Small Molecule Agonists and Allosteric Enhancers of Human TRH Receptor: Primary Screen for Enhancers. AID 493056, 2011. enhancement, % at 2 µM. TRHR cells, fluo-8 calcium fluorescence, EC20 TRH enhancement. 360,000 compounds, 0.66% hits; in the data active means enhancement above about 30%; further: 0% is about no effect
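TRHR-expressing cells loaded with fluo-8 calcium dye were read kinetically (ex 480/em 530) during compound addition, then stimulated with an EC20 of TRH (10 nM final). Enhancement of the Gq-mediated intracellular calcium response was scored.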
D2 PAM: HTS Assay for Positive Allosteric Modulators of the Human D2 Dopamine Receptor: Primary Screen for Potentiators; potentiation, % at 10 µM; HEK293 T-REx D2, calcium flux, EC20 dopamine potentiation; 340,000 compounds, 0.34% hits; D(2) dopamine receptor (Homo sapiens), P14416;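 active means potentiation over 3 SD above the plate norm, cut at about 30% in these data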; further: 0% is about no effect
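Calcium flux readout, no-wash dye, 1 read/s. Inducible HEK293 Trex D2 line, overnight 30 C. Compound alone 180 s (agonist flags), then EC20 dopamine, another 180 s to score potentiation.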
D1 agonist: Allosteric Agonists of the Human D1 Dopamine Receptor: qHTS | D(1A) dopamine receptor (Homo sapiens), P21728 | 360,000 compounds, 1% hits | activation, % at 2 µM | AID 504660, 2011 | HEK293 T-REx D1 cells, calcium flux, agonist mode; further: 0% is about no effect
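Agonism was scored from calcium flux recorded over 180 s (1 read/s) after pintool compound addition, following a 10-cycle baseline. Cells were inducible force-coupled HEK293 TREx D1, plated overnight at 30 C and loaded with no-wash calcium dye.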
* = called active by the depositor. Unless noted, no stated cut-off is given here; in the data, active means activation above about 30%; inactive means the rest.

For O=[N+]([O-])c1cc(S(=O)(=O)Nc2ccccc2)ccc1N1CCN(c2ccc(O)cc2)CC1 the results were RXFP1 antag -14.4, TRHR agonist 1.9, D2 agonist 4.4, D1 PAM -5.4, D2 antagonist -7.5, D1 antagonist -27.6, TRHR enhancer -2.4, D2 PAM -0.7 and D1 agonist 11.7.
`COc1cc(-c2nc3ccc(Cl)cn3c2Nc2ccc3c(c2)OCO3)ccc1O` gave RXFP1 antag 2.2, TRHR agonist -0.9, D2 agonist 0.7, D1 PAM 5.2, D1 antagonist -10.7, TRHR enhancer -6.1, D2 PAM 15.4 and D1 agonist -1.0.
For Cc1cccnc1Sc1c([N+](=O)[O-])ncn1C the results were RXFP1 antag 10.8, TRHR agonist 0.0, D2 agonist 0.2, D1 PAM 9.4, D2 antagonist -44.8, D1 antagonist 3.7, TRHR enhancer -3.2, D2 PAM 14.1 and D1 agonist 0.7.
`CCCCn1c(N)c(N(CC)C(=O)c2cc(C)cc(C)c2)c(=O)[nH]c1=O` gave RXFP1 antag 8.2, TRHR agonist 0.3, D2 agonist -0.3, D1 PAM -6.8, D2 antagonist -9.9, D1 antagonist -1.4, TRHR enhancer 8.3, D2 PAM 14.9 and D1 agonist 0.3.
`COc1ccc(Br)c2oc(SC)cc(=O)c12` gave TRHR agonist -0.6, D2 agonist -1.3, D1 PAM -0.9, D2 antagonist -12.0, D1 antagonist 16.9, TRHR enhancer -1.5, D2 PAM -2.5 and D1 agonist -1.0.
Cc1ccnc2c(N3C(=O)C4C5c6ccccc6C(c6ccccc65)C4C3=O)cccc12 (stereo not drawn) was read as RXFP1 antag 6.2, TRHR agonist 0.0, D2 agonist -0.3, D1 PAM 2.4, D2 antagonist 11.1, D1 antagonist 5.5, TRHR enhancer -1.6, D2 PAM 7.1 and D1 agonist 11.5.
`CCN1C(=O)C2(SC(NC(C)=O)=NN2C(C)=O)c2cc(C)ccc21` (stereo not drawn) gave RXFP1 antag 0.5, TRHR agonist 0.1, D2 agonist -1.0, D1 PAM 4.2, D2 antagonist -3.6, D1 antagonist 17.4, TRHR enhancer -1.5, D2 PAM -11.2 and D1 agonist 1.7.
CC(=O)N1CCCc2cc(S(=O)(=O)N3CCCC(C(=O)NC(C)C)C3)ccc21 (stereo not drawn) was read as RXFP1 antag -13.2, TRHR agonist 0.0, D2 agonist -4.2, D1 PAM 1.6, D1 antagonist 17.4, TRHR enhancer 2.9, D2 PAM 20.3 and D1 agonist 0.4.
`Cc1cc(Cl)ccc1NNC(=O)c1snnc1C` gave RXFP1 antag -18.4, TRHR agonist 0.2, D2 agonist 0.3, D1 PAM -3.7, D2 antagonist 0.8, D1 antagonist 1.4, TRHR enhancer 5.0, D2 PAM 4.6 and D1 agonist 0.4.
COc1ccc(NS(=O)(=O)c2ccc3c(c2)N(C(C)=O)CCO3)cc1 was read as RXFP1 antag 9.5, TRHR agonist 0.2, D2 agonist 3.0, D1 PAM -12.6, D2 antagonist -12.1, D1 antagonist -16.9, TRHR enhancer -9.2, D2 PAM -9.8 and D1 agonist 11.5.
Screening CC(=O)c1ccc(NC(=O)CSc2nnc(N)s2)cc1 returned TRHR agonist 2.0, D2 agonist 1.2, D1 PAM -1.5, D1 antagonist 2.2, TRHR enhancer 2.4, D2 PAM 17.3 and D1 agonist -1.0.
For CCCCCCCCC(NC(=O)c1ccc(C#N)cc1)C(=O)NCCC (stereo not drawn) the results were TRHR agonist -0.7, D2 agonist -0.2, D1 PAM -1.4, D2 antagonist 0.2, TRHR enhancer 7.9, D2 PAM -0.9 and D1 agonist 1.5.
Screening COc1ccc(S(=O)(=O)N2CCC(c3nnc(-c4ccccc4C)o3)CC2)c(OC)c1 returned RXFP1 antag -26.7, TRHR agonist -1.2, D2 agonist -0.9, D1 PAM 2.3, D1 antagonist -1.0, TRHR enhancer -3.8, D2 PAM 3.7 and D1 agonist 7.1.
CC1CCCC(C)N1C(=O)COC(=O)COc1ccccc1C#N (stereo not drawn) was read as RXFP1 antag 3.6, TRHR agonist -0.6, D1 PAM -3.7, D1 antagonist -5.9, TRHR enhancer -5.0 and D1 agonist 2.7.
For CCN(CC)C(=O)c1ccc(/C=C/c2c[nH]c3ccccc23)[n+](C)c1 the results were RXFP1 antag -25.1, TRHR agonist 6.9, D2 agonist 6.6, D1 PAM 1.3, D2 antagonist 8.9, D1 antagonist 5.5, TRHR enhancer 9.3, D2 PAM -2.4 and D1 agonist 22.3.
`COc1ccc(NS(=O)(=O)c2cc(NC(=O)c3ccc(C)s3)ccc2N2CCOCC2)cc1` gave RXFP1 antag -1.1, TRHR agonist 1.4, D1 PAM -2.2, D1 antagonist -20.1, TRHR enhancer -3.9 and D1 agonist 9.1.
O=P(COc1ccccc1)(c1ccccc1)c1ccccc1 was read as RXFP1 antag 4.6, TRHR agonist 0.7, D2 agonist 1.0, D1 PAM 2.0, D2 antagonist -4.8, D1 antagonist 12.7, TRHR enhancer 17.5, D2 PAM 0.4 and D1 agonist -2.0.
Cc1oc2ncn(C)c(=O)c2c1C(=O)Nc1ccccn1 was read as TRHR agonist 0.7, D2 agonist 1.4, D1 PAM 1.4, D1 antagonist -6.6, TRHR enhancer -2.9 and D1 agonist 1.1.
`Cc1nn2c(-n3ccnc3)c3c(nc2c1-c1ccccc1)CCC3` gave RXFP1 antag 16.8, TRHR agonist -0.7, D2 agonist 0.7, D1 PAM -1.9, D2 antagonist -10.2, D1 antagonist 1.6, TRHR enhancer -5.8, D2 PAM -2.9 and D1 agonist -0.3.
Cc1[nH]nc(Sc2ccccn2)c1[N+](=O)[O-] was read as RXFP1 antag -3.2, TRHR agonist 0.0, D2 agonist -7.0, D1 PAM 5.7, D2 antagonist -6.9, D1 antagonist 9.0, TRHR enhancer -0.1, D2 PAM 1.7 and D1 agonist -0.2.
Screening Cc1ccc(NC(=O)N2CCCC2C(=O)Nc2nnc(C(C)C)s2)cc1 (stereo not drawn) returned RXFP1 antag -4.4, TRHR agonist 0.4, D2 agonist 0.9, D1 PAM -3.5, D2 antagonist -7.7, D1 antagonist -2.6, TRHR enhancer 3.7, D2 PAM -17.8 and D1 agonist 0.2.
Screening CC1CC(C)CN(C(=O)CCNS(=O)(=O)c2ccc3c(c2)CCC(=O)N3)C1 (stereo not drawn) returned RXFP1 antag -4.7, TRHR agonist 0.1, D2 agonist -0.7, D1 PAM -4.0, D2 antagonist -4.0, D1 antagonist -0.2, TRHR enhancer 6.9, D2 PAM -4.4 and D1 agonist 2.0.
`COc1cc(C2C(C#N)=C(N)Oc3c2ccc2ccccc32)ccc1OCC(=O)Nc1cccc(C)c1` (stereo not drawn) gave RXFP1 antag -78.4*, TRHR agonist -0.1, D2 agonist -0.9, D1 PAM -7.5, D2 antagonist -18.5, D1 antagonist -4.5, TRHR enhancer -0.6, D2 PAM 10.9 and D1 agonist 7.6.
CC(=O)c1cccc(NC(=O)C(Sc2ncnc3ccccc23)c2ccccc2)c1 (stereo not drawn) was read as RXFP1 antag -5.6, TRHR agonist 3.5, D2 agonist -1.0, D1 PAM -0.1, D2 antagonist -9.0, D1 antagonist 23.9, TRHR enhancer 10.2, D2 PAM 13.6 and D1 agonist 9.0.
Screening COc1cc(C)c(NC(=S)Nc2cccc(Cl)c2)cc1OC returned RXFP1 antag 1.3, TRHR agonist 0.3, D2 agonist 0.3, D1 PAM 1.1, D2 antagonist 0.4, D1 antagonist -0.9, TRHR enhancer 4.7, D2 PAM 2.5 and D1 agonist 2.7.
For COc1ccc(CCC(=O)Nc2ccc(C)c(S(=O)(=O)N(C)C)c2)cc1OC the results were RXFP1 antag -5.0, TRHR agonist 0.8, D2 agonist -0.1, D1 PAM -4.1, D2 antagonist -19.3, D1 antagonist -23.2, TRHR enhancer -6.9, D2 PAM 7.1 and D1 agonist 16.0.
Screening CCN(CCn1cccn1)Cc1nc(-c2ccccc2)no1 returned RXFP1 antag 4.8, TRHR agonist 0.3, D2 agonist 0.6, D1 PAM -5.8, D2 antagonist -8.3, D1 antagonist -2.3, TRHR enhancer 4.1, D2 PAM 1.0 and D1 agonist 3.8.
Screening Cc1cccc(NC(=O)/C(=C\c2ccco2)NC(=O)c2ccccc2)c1 returned RXFP1 antag -15.0, TRHR agonist 0.0, D2 agonist -0.5, D1 PAM 0.3, D2 antagonist 21.3, D1 antagonist 5.9, TRHR enhancer 16.4, D2 PAM 10.3 and D1 agonist -2.6.
`CCC(=O)Nc1ccc(CCC(=O)N2CCCC2)cc1` gave RXFP1 antag 2.9, TRHR agonist 0.4, D2 agonist 0.0, D1 PAM -1.8, D2 antagonist -4.0, D1 antagonist -12.3, TRHR enhancer 8.7, D2 PAM -4.6 and D1 agonist 7.1.
`Cc1ccc(C(=O)CN(CCC(=O)O)S(=O)(=O)c2ccc([N+](=O)[O-])cc2)cc1` gave TRHR agonist -0.4, D2 agonist -0.2, D1 PAM -1.2, D2 antagonist 0.9, D1 antagonist -3.7, TRHR enhancer -5.2, D2 PAM -11.4 and D1 agonist 0.8.
For COc1ccc(NC(=O)NCCN2CCN(c3cccc(Cl)c3)CC2)cc1 the results were RXFP1 antag -2.7, TRHR agonist -0.3, D2 agonist 0.2, D1 PAM -8.5, D2 antagonist 36.1*, D1 antagonist -61.4*, TRHR enhancer -10.1, D2 PAM 15.1 and D1 agonist 22.2.
CCc1cc(=O)oc2cc(OCC(N)=O)c(Cl)cc12 was read as RXFP1 antag 16.7, TRHR agonist -0.6, D2 agonist -1.7, D1 PAM -0.7, D2 antagonist -7.5, D1 antagonist 20.6, TRHR enhancer 0.4, D2 PAM 9.9 and D1 agonist 1.0.
Screening Cc1ccccc1NC(=O)C(c1ccccc1)C1CCCC1 (stereo not drawn) returned RXFP1 antag -14.8, TRHR agonist -0.8, D2 agonist -1.8, D1 PAM -10.1, D2 antagonist 2.5, D1 antagonist 12.1, TRHR enhancer 0.2, D2 PAM 6.4 and D1 agonist 3.3.

Random excerpt: two entries already listed, in no set order.
`CCC(=O)Nc1ccc(CCC(=O)N2CCCC2)cc1` gave RXFP1 antag 2.9, TRHR agonist 0.4, D2 agonist 0.0, D1 PAM -1.8, D2 antagonist -4.0, D1 antagonist -12.3, TRHR enhancer 8.7, D2 PAM -4.6 and D1 agonist 7.1.
Screening Cc1ccccc1NC(=O)C(c1ccccc1)C1CCCC1 (stereo not drawn) returned RXFP1 antag -14.8, TRHR agonist -0.8, D2 agonist -1.8, D1 PAM -10.1, D2 antagonist 2.5, D1 antagonist 12.1, TRHR enhancer 0.2, D2 PAM 6.4 and D1 agonist 3.3.

Compounds were not picked by outcome. Share with any hit: about 7.1%.
